TRPC4 PAM = positive allosteric modulators of TRPC4, primary screen, cell-based, mouse TRPC4beta, HEK293 mu-opioid, Fluo-4 calcium; DAMGO EC20, Fluo-4 Ca2+ flux; stronger effect = higher value; Short transient receptor potential channel 4 (Mus musculus), Q9QUQ5; AID 2227, 2009; actives 0.42% (n = 310,000); B-score at 10 µM;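 active = B-score of calcium response area above 5 SD of library B-scores, with initial fluorescence ratio within 5 SD of library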;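 also: B-score of integrated fluorescence ratio over time as area under calcium response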
MrgX1 ag = agonists of human MrgX1 receptor, primary screen, HEK293 cells, Fluo-4 calcium flux. Fluo-4 calcium fluorescence, agonist mode; stronger effect = higher value. B-score at 10 µM. actives 0.44% (n = 310,000). AID 588627, 2011;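 active = calcium response B-score plate-corrected fluorescence ratio at least 3 library SD, with starting fluorescence B-score inside 5 SD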
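Material: MrgX1-expressing HEK293 cells / Dosing: compound as first of three additions / Incubation: overnight seeding, then 1 h dark dye loading / Signal: Fluo-4 NW calcium fluorescence / Evaluation: B-scored fluorescence response ratio / Benchmarks: positive and negative control wells on each plate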
TRPC6 activator = mouse TRPC6 channel activators, primary screen, cell-based, HEK293, membrane potential dye | AID 2550, 2010 | actives 0.13% (n = 310,000) | HEK293-TRPC6 membrane potential dye fluorescence; stronger effect = higher value | B-score at 10 µM;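 active = B-score of the integrated fluorescence ratio above library mean plus 3 SD, and starting fluorescence ratio within library mean plus 5 SD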;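 also: higher score means more depolarization so channel activation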
Target sequence (Q61143 whole entry, looked up): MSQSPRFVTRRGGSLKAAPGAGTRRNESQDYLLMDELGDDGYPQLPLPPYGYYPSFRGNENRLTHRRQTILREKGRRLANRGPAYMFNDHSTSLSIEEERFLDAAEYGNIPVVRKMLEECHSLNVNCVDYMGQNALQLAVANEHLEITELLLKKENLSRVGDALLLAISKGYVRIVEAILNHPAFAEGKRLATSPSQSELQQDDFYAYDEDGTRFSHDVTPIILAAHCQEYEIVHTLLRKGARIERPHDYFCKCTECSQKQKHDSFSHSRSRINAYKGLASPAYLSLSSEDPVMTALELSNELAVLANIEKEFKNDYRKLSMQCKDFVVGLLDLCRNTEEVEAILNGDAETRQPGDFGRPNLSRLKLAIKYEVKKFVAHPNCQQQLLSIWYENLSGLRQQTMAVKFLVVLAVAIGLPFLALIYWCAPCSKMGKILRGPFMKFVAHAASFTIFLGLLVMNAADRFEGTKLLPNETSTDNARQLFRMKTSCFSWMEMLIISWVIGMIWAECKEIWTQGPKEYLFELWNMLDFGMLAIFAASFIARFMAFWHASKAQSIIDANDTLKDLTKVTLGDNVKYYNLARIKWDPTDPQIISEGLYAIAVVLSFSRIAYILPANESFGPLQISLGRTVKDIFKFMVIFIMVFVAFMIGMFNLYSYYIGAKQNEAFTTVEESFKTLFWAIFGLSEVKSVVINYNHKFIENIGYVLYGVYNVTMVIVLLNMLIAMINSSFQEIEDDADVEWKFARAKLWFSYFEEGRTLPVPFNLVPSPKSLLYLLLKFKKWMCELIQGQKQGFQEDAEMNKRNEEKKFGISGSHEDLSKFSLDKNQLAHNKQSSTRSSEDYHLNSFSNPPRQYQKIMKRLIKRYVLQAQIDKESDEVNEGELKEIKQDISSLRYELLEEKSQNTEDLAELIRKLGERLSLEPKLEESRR
MrgX1 antag = antagonists of human MrgX1 receptor, primary screen, HEK293 cells, Fluo-4 calcium flux; B-score at 10 µM; actives 1.3% (n = 310,000); BAM8-22 antagonism; stronger effect = lower value; Mas-related G-protein coupled receptor member X1 (Homo sapiens), Q96LB2;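 active = calcium-response B-score plate-corrected more than 3 library SD below zero, starting fluorescence within 5 deviations, no agonist response on first addition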;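 also: peak minus trough fluorescence over baseline after final BAM8-22 challenge near maximal dose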
TRPC4 act = activators of mouse TRPC4 channel, primary screen, Fluo4 calcium, HEK293 TRPC4beta/mu-opioid cells | Short transient receptor potential channel 4 (Mus musculus), Q9QUQ5 | Fluo4 calcium fluorescence; stronger effect = higher value | B-score at 10 µM | actives 0.49% (n = 310,000) | AID 2237, 2010;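 active = B-score above 5 SD of library B-scores, and initial fluorescence ratio not above library mean plus 5 SD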;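 also: positive B-score marks a calcium rise read as TRPC4 activation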
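System: HEK293 cells stably co-expressing mouse TRPC4beta and mu-opioid receptor; Schedule: Fluo4 dye loading 45 min at room temperature, 110 s recording; Detection: Fluo4 fluorescence, kinetic; Evaluation: B-scored integrated calcium fluorescence ratio; Controls: buffer (low) and maximal DAMGO (high).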
TRPC6 inhibitor = mouse TRPC6 channel inhibitors, primary screen, cell-based, HEK293, membrane potential dye. B-score at 10 µM. AID 2553, 2010. ACh-evoked depolarization; stronger effect = lower value. actives 1.1% (n = 310,000). Short transient receptor potential channel 6 (Mus musculus), Q61143;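 active = B-score under library mean minus 3 SD, initial fluorescence not abnormally high, positive integrated signal ratio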;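 also: B-score derived from integrated fluorescence ratio over the kinetic read; more negative B-score means stronger inhibition of depolarization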
MrgX1 PAM = positive allosteric modulators of MrgX1, primary screen, HEK293 cells, Fluo-4 calcium flux; Mas-related G-protein coupled receptor member X1 (Homo sapiens), Q96LB2; FDSS; stronger effect = higher value; B-score at 10 µM; actives 0.63% (n = 310,000);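 active = plate-corrected calcium response at least 3 library SD above typical, normal starting fluorescence, not activating the receptor alone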;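 also: compound read alongside a low EC10 to EC30 dose of BAM8-22 agonist; peak minus trough fluorescence over baseline measured at the second addition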
TMEM16A inh = TMEM16A chloride channel inhibitors, primary screen, cell-based, HTS. actives 1.2% (n = 310,000). AID 588511, 2011. Anoctamin-1 (Mus musculus), Q8BHY3. HEK293 TMEM16A/YFP iodide influx fluorescence, ionomycin. normalized B-score (activity score, 25-100; higher = stronger inhibition) at 10 µM;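 active = ratio plate-corrected score three or more library SD toward inhibition, starting fluorescence score within five deviations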;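 also: score derived from kinetic fluorescence span divided by baseline fluorescence per well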
RGS4 inh = RGS4 inhibitors, primary screen, cell-based, HEK293 M3R inducible RGS4, calcium flux | Fluo-4 calcium flux; stronger effect = higher value; triggered by carbachol at its EC20 | B-score at 10 µM | actives 0.45% (n = 310,000);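 active = B-score, a plate-corrected calcium signal, over three deviations above library mean, with baseline fluorescence within five deviations of library mean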;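 also: RGS4 expression induced by doxycycline in cells with stable M3 receptor; B-score is computed from the integrated fluorescence ratio over baseline after carbachol; higher B-score means a larger calcium signal and so more RGS4 inhibition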
Target sequence (P49798 whole entry, looked up): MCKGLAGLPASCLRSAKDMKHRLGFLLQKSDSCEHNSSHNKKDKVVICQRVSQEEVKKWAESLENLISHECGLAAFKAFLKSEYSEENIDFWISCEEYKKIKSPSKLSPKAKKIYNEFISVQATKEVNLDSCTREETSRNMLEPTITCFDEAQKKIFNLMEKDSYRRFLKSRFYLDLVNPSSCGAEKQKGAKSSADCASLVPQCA
TRPC4 block = inhibitors of mouse TRPC4 channel, primary screen, Fluo4 calcium, HEK293 TRPC4beta/mu-opioid cells. DAMGO-evoked Fluo4 calcium flux; stronger effect = lower value. B-score at 10 µM. Short transient receptor potential channel 4 (Mus musculus), Q9QUQ5. AID 2247, 2010. actives 0.39% (n = 300,000);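 active = B-score over 3 SD under the library average, no early fluorescence shift, positive overall ratio signal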
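Assay system: Stable TRPC4beta/mu-opioid receptor HEK293 cells | Reagent: DAMGO in two steps, submaximal then maximal | Compound dosing: Single concentration per test compound | Signal: Fluo4 Ca2+ flux fluorescence | Evaluation: Per-well B score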
ANO1 activ = TMEM16A chloride channel activators or potentiators, primary screen, cell-based, HTS. actives 0.3% (n = 340,000). AID 623877, 2012. HEK293 TMEM16A/YFP-H148Q/I152L, iodide quench fluorescence; stronger effect = lower value. B-score at 10 µM;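 active = fluorescence-ratio B-score plate-corrected deviation score at least 3 library SD below zero, with starting fluorescence score within 5 deviations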;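 also: channel opened by trigger with iodide after compound preincubation; score built on the fluorescence ratio of max minus min over baseline; more negative score means more quench and so TMEM16A activation or potentiation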
An asterisk follows results filed as active; i = inactive. Random draw from the library; overall some 5.8% were active at least once.

no. | smiles | TRPC6 inhibitor | TRPC4 PAM | TRPC6 activator | MrgX1 PAM | ANO1 activ | TRPC4 block | TRPC4 act | TMEM16A inh | RGS4 inh | MrgX1 antag | MrgX1 ag
1 | CC1CC(C)CN(S(=O)(=O)N2CCCC(C(=O)NCCCN3CCCCC3C)C2)C1 (configuration not stated) | i | i | i | i | i | i | i | i | i | i | i
2 | O=C(NCc1cccs1)[C@@H]1CSC2c3ccccc3C(=O)N21 (some centres not stated) | i | i | i | i | i | i | i | i | i | i | i
3 | CC(=O)NC1(c2nnnn2CCOC(=O)Nc2ccc(Cl)cc2)CCCCC1 | i | i | i | i | i | i | i | i | i | i | i
4 | Cc1cc(-c2ccc(C)c(S(=O)(=O)NCCc3ccco3)c2)on1 | i | i | i | i | i | i | i | i | i | i | i
5 | CCCCn1c(SCc2c(C)noc2C)nc2cc(S(N)(=O)=O)ccc21 | i | i | i | i | i | i | i | i | i | i | i
6 | O=C(O)c1cn(-c2ccc(F)cc2)c2cc(Cl)c(F)cc2c1=O | i | i | i | i | i | i | i | i | i | i | i
7 | CCN(CC)C(=O)CSc1nc(C)cc(C)c1C#N | i | i | i | i | i | i | i | i | i | i | i
8 | CCc1cc2c(N3CCCCC3)ncnc2s1 | i | i | i | 11* | i | i | i | i | i | i | i
9 | Cc1ccccc1OCC(=O)OCC(=O)NCCNC(=O)COC(=O)COc1ccccc1C | i | i | i | i | i | i | i | i | i | i | i
10 | CCOc1ccc(S(=O)(=O)N(CC(=O)N/N=C/c2cccs2)c2ccc(C)cc2)cc1 | i | i | i | i | i | i | i | i | i | i | i
11 | O=C(N/N=C/c1ccccn1)c1cccc(S(=O)(=O)Nc2ccccc2Cl)c1 | i | i | i | 16* | i | i | i | i | i | i | i
12 | COc1ccc(C(=O)N2CCN=C2c2ccccc2)cc1OC | i | i | i | i | i | i | i | i | i | i | i
13 | Cc1ccc(F)cc1NC(=O)CSc1ncccn1 | i | i | i | i | i | i | i | i | i | i | i
14 | CCc1cccc(NC(=O)CCC(=O)O)c1 | i | i | i | i | i | i | i | i | i | i | i
15 | CC1=NN(c2ccccc2)C(=O)/C1=C\N1CC(C)OC(C)C1 (configuration not stated) | i | i | i | i | i | i | i | i | i | i | i
16 | Cc1nn(CCCC(=O)NCCc2ccccc2)c(=O)c2nn(-c3ccccc3)c(C)c12 | i | i | i | i | i | i | i | i | i | i | i
17 | O=C(COc1ccccc1Cl)Nc1nnc(S(=O)(=O)N2CCCC2)s1 | i | i | i | i | i | i | i | i | i | i | i
18 | O=C1OCCN1c1c(-c2ccccc2)c(N2CCOCC2)nc2ccccc12 | i | i | i | i | i | i | i | i | i | i | i
19 | Cc1cc(C)n(-c2ccc(C(=O)Nc3ccc4c(c3)OCCO4)cc2)n1 | i | i | i | i | i | i | i | i | i | i | i
20 | COc1ccc(CCNC(=O)CNS(=O)(=O)c2ccc(Br)cc2)cc1 | i | i | i | i | i | i | i | i | i | i | i
21 | Cc1nn(-c2ccccc2)c(C)c1C(=O)NCc1ccc(S(N)(=O)=O)cc1 | i | i | i | i | i | i | i | i | i | i | i
22 | NS(=O)(=O)c1ccc(NC(=O)c2cc(Cl)ccc2Cl)cc1 | i | i | i | i | -5.5* | i | i | i | i | i | i
23 | COc1cccc(OC)c1/C=C/C(=O)NC1CCCCC1 | i | i | i | i | i | i | i | i | i | i | i
24 | CN(C)CCNC(=O)C(c1ccccc1)c1ccccc1 | i | i | i | i | i | i | i | i | i | i | i
25 | COc1cc(OC)cc(C(=O)Nc2ccc(S(=O)(=O)Nc3ncccn3)cc2)c1 | i | i | i | i | i | i | i | i | i | i | i
26 | N#C/C(C(=O)c1ccccc1)=C1/CCCCCN1 | i | i | i | i | i | i | i | i | i | i | i
27 | CCC(C)OC(=O)C1=C(C)NC(=O)NC1c1ccc(F)cc1 (configuration not stated) | i | i | i | i | i | i | i | i | i | i | i
28 | Cc1ccc2nc(NC(=O)c3ccc(Cl)s3)sc2c1 | i | i | i | i | i | i | i | i | i | i | i
29 | CSc1ccccc1NC(=O)COc1ccc(Cl)cc1Cl | i | i | i | i | i | i | i | i | i | i | i
30 | Cc1ccc(N2C(=O)Nc3ccc(Br)cc3C2(O)C(=O)NCCCN(C)C)cc1C (configuration not stated) | i | i | i | i | i | i | i | i | i | i | i
31 | CC(C)N(Cc1ccccc1)C(=O)C1CCN(c2ncnc3c2nc2n3CCCCC2)CC1 | i | i | i | i | i | i | i | i | i | -4.8* | i
32 | Cc1ccc(-c2ccc(NC(=O)C3C4C=CC(C4)C3C(=O)O)cc2)o1 (configuration not stated) | i | i | i | i | i | i | i | i | i | i | i
33 | Cc1ccc(SCC(=O)Nc2ccc(-c3nc4ccccc4[nH]3)cc2)cc1 | i | i | i | i | i | i | i | i | i | i | i
34 | Cc1ccn(CC(=O)N2CCCC(C(=O)c3cccc4ccccc34)C2)n1 (configuration not stated) | i | i | i | i | i | i | i | i | i | i | i
35 | COc1ccccc1CCNC(=O)C(=O)Nc1cc2c3c(c1)C(C)C(=O)N3CCC2 (configuration not stated) | i | i | i | i | i | i | i | i | i | i | i
36 | CCOc1ccccc1N(CC(=O)N1CCC(C(N)=O)CC1)S(=O)(=O)c1ccc(SC)cc1 | i | i | i | i | i | i | i | i | i | i | i
37 | CC(C)CC(=O)N1CCN(C(=O)c2ccco2)CC1 | i | i | i | i | i | i | i | i | i | i | i
38 | CNC(=O)c1cnn(-c2nc(-c3ccc(OC)cc3)cs2)c1C(F)(F)F | i | i | i | i | i | i | i | i | i | i | i
39 | COc1ccc(NC(C)=O)cc1NC(C)C(=O)Nc1ccc(F)c(F)c1F (configuration not stated) | i | i | i | i | i | i | i | i | i | i | i
40 | Cc1cccc(NC(=O)CSc2nnc(CNC(=O)c3ccco3)o2)c1 | i | i | i | i | i | i | i | i | i | i | i
41 | CON(C)c1nc(OCC#N)nc(N(C)C)n1 | i | i | i | i | i | i | i | i | i | i | i
42 | O=C(CN1C2=NCCN2c2ccccc21)c1ccc(Br)cc1 | -5.3* | i | i | i | i | i | i | i | i | i | i
43 | COc1ccc(NC(=O)C(C)NS(=O)(=O)c2ccccc2)cc1Cl (configuration not stated) | i | i | i | i | i | i | i | i | i | i | i
44 | CCCN1C(=O)C(O)(CC(=O)c2cccc(OC)c2)c2ccccc21 (configuration not stated) | i | i | i | i | i | i | i | i | i | i | i
45 | COc1ccc(Nc2nc(-c3cc4cccc(OC)c4oc3=O)cs2)cc1 | i | i | i | i | i | i | i | i | i | i | i
46 | CC(=O)c1cccc(NC(=O)Cc2cccs2)c1 | i | i | i | i | i | i | i | i | i | i | i
47 | O=C(Nc1cccc(S(=O)(=O)NC2=NCCC2)c1)c1cc(-c2ccccn2)nc2ccccc12 | i | i | i | i | i | i | i | i | i | i | i
48 | COc1ccccc1-c1ccc(=O)n(CC(=O)NCc2ccc3c(c2)OCO3)n1 | i | i | i | i | i | i | i | i | i | i | i
49 | Cc1ccc(OCCCn2c(CO)nc3ccccc32)cc1 | i | i | i | i | i | i | i | i | i | i | i
50 | O=C(NCc1ccccn1)c1ccc(NS(=O)(=O)c2cccc(Cl)c2)cc1 | i | i | i | i | i | i | i | i | i | i | i
51 | Cc1ccsc1C(=O)OCC(=O)Nc1ccc(Cl)cc1C(F)(F)F | i | i | i | i | i | i | i | i | i | i | i
52 | CNC(=O)COC(=O)c1ccccc1Nc1ccccc1 | i | i | i | i | i | i | i | i | i | i | i
53 | Cc1cc(NC(=O)CSc2nnc(-c3ccoc3C)n2N)no1 | i | i | i | i | i | i | i | i | i | i | i
54 | O=C(c1ccc2ccccc2c1)N1CCN(c2ccc(C(F)(F)F)cn2)CC1 | i | i | i | i | i | i | i | i | i | i | i
55 | O=c1c2cc(-c3ccccc3)sc2nc2n1N=C(c1cccs1)CS2 | i | i | i | i | i | i | i | i | i | i | i
56 | COc1ccc2oc(C(=O)c3ccccc3)c(NC(=O)CN3CCN(C)CC3)c2c1 | -8.1* | 19* | i | i | i | i | 51* | i | i | i | i
57 | COc1ccc(/C=C(\NC(=O)c2ccccc2)C(=O)N2CCN(C)CC2)cc1 | i | i | i | i | i | i | i | i | i | i | i
58 | COC(=O)CN1C(=O)N/C(=C/c2ccc(OC)cc2)C1=O | i | i | i | i | i | i | i | i | i | i | 43*
59 | COc1ccc(OCc2cc(C(=O)NCCCc3ccccc3)no2)c(Cl)c1 | i | i | i | i | i | i | i | i | i | i | i
60 | O=C(CSc1nnc(-c2ccccc2)c(-c2ccccc2)n1)NC1CCS(=O)(=O)C1 (configuration not stated) | i | i | i | i | i | i | i | i | i | i | i

New compounds follow.
no. | smiles | TRPC6 inhibitor | TRPC4 PAM | TRPC6 activator | MrgX1 PAM | ANO1 activ | TRPC4 block | TRPC4 act | TMEM16A inh | RGS4 inh | MrgX1 antag | MrgX1 ag
61 | COc1ccc(C(C)=O)cc1CSc1nc2ccccc2c(=O)n1-c1ccccc1 | i | i | i | i | i | i | i | i | i | i | i
62 | C/C(=N\OCC(=O)Nc1c(C)cc(C)cc1C)c1ccc2c(c1)OCCO2 | i | i | i | i | i | i | i | i | i | i | i
63 | Cc1c(C(=O)NCCSCc2ccco2)cccc1[N+](=O)[O-] | i | i | i | i | i | i | i | i | i | i | i
64 | O=C(C1CCN(S(=O)(=O)c2ccccc2)CC1)N1CCCCCC1 | i | i | i | i | i | i | i | i | i | i | i

Screening data as filed in PubChem BioAssay.
